# Screens from PubChem.
# eLon inh – inhibits E. coli Lon protease; P0A9M0; purified E. coli Lon protease, fluorescence polarization; inhibition, % at 7.94 µM; actives 0.42% (n = 360,000); AID 602123; in the data active means inhibition above about 13%, passing the limit was not always enough;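 further: 0% = enzyme with probe and DMSO and 100% = no enzyme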
# Target sequence (P0A9M0 whole entry, looked up): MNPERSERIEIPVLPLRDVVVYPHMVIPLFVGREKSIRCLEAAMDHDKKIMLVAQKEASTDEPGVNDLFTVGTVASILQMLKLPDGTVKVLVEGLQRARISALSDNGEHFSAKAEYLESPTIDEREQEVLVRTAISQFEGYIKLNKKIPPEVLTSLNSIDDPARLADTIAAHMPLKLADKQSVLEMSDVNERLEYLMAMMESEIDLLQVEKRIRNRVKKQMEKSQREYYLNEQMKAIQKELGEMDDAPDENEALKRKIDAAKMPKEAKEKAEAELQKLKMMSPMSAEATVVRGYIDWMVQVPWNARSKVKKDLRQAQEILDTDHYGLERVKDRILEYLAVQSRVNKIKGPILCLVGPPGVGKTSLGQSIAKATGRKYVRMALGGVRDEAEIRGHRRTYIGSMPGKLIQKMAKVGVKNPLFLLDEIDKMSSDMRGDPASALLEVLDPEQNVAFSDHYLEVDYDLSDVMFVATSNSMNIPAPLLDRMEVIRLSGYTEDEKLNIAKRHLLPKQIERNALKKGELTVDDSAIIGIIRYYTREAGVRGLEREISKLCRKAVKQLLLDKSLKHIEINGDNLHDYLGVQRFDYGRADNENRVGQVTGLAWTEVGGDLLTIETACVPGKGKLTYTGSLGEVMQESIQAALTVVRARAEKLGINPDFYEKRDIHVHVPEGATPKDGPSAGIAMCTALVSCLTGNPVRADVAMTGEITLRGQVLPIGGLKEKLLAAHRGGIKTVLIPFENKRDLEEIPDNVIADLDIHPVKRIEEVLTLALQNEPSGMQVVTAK
# LMPTP inh – blocks human LMPTP phosphatase; P24666; recombinant LMPTP-A, OMFP fluorogenic substrate, fluorescence intensity; inhibition, % at 20 µM; actives 0.22% (n = 360,000);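 active means compounds that cut the enzyme signal by at least half of the control window in the single-dose screen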;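 further: plate controls were DMSO wells with enzyme plus substrate for no effect and substrate without enzyme for full effect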
#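 Assay system: LMPTP-A, protein tyrosine phosphatase of low molecular weight / Medium: pH 6.0 Bis-Tris buffer with DTT and Triton X-100 / Schedule: 50 min enzyme reaction at room temperature, protected from light / Measured by: endpoint fluorescence intensity from OMFP dephosphorylation / Read-out basis: % inhibition relative to no-enzyme and uninhibited control wells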
# Tb MetRS inh – Trypanosoma brucei MetRS inhibition | purified T. brucei MetRS, ATP depletion, Kinase-Glo luminescence | inhibition, % at 11.9 µM | actives 0.4% (n = 360,000);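 active means inhibition above a per-plate cutoff of the control wells' mean inhibition plus 3 SD, cut at about 5.5% in these data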;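 further: 0% = DMSO wells median and 100% = median of wells with control inhibitor compound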
#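 Material: T. brucei methionyl-tRNA synthetase, purified; reagent: substrates ATP, L-methionine and bulk Escherichia coli tRNA; dosing: 11.9 µM single point; timing: 15 min plus 2 h at 25 °C; detection: luminescence of leftover ATP; evaluation: % inhibition; control set: DMSO-only wells as low control; replicates: singlicate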
# MsrA act – bovine methionine sulfoxide reductase A activation; activation, % at 10.6 µM; purified bovine MsrA, absorbance read-out; actives 0.3% (n = 360,000); in the data active means activation above about 7.5%;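 further: 0% = vehicle and 100% = reference activator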
# SUMO1-SIM PPI – SUMO1-SIM interaction modulation | AID 602429 | SUMO1 binding to a labelled peptide, TR-FRET, 1 h | P63165 | inhibition, % at 20 µM | actives 0.33% (n = 360,000); in the data active means inhibition above about 37%
# Target sequence (P63165 whole entry, looked up): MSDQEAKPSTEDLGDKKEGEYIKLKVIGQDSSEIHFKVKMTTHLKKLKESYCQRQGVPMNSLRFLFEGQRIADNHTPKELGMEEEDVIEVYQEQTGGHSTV
# CendR NRP1 mod – NRP-1/CendR interaction modulation. FAM-RPARPAR peptide binding to NRP-1, fluorescence polarization. inhibition, % at 25 µM. actives 0.85% (n = 360,000). AID 602438;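 active means inhibition or corrected inhibition above about 18%, plus a signal ratio from 0.5 to 1.5, limit read from the data, passing the limit was not always enough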; further: strong numbers were not always called active
# MsrA inh – inhibitors of bovine MsrA; AID 651718; purified bovine MsrA, absorbance read-out; actives 0.75% (n = 360,000); inhibition, % at 15.5 µM; in the data active means inhibition above about 4.5%;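 further: 0% = vehicle wells with enzyme and 100% = reference inhibitor wells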
# STEP inh – inhibitors of human striatal-enriched phosphatase STEP | P54829 | recombinant STEP, OMFP fluorogenic substrate, fluorescence | inhibition, % at 20 µM | actives 0.25% (n = 360,000);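 active means inhibition at 20 µM, scaled per plate between control wells, above about 37%, limit read from the data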;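 further: 0% = DMSO with enzyme and substrate and 100% = substrate only without enzyme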
#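 System: STEP (striatal-enriched tyrosine phosphatase) enzyme, cell-free; medium: Bis-Tris pH 6.0 buffer with DTT, detergent; dosing: 20 µM, 1% DMSO; times: reaction 20 min, ambient temperature; detection: fluorescence, 480/540 nm; read-out basis: normalized % inhibition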
# DNMT1 inh – DNMT1 (human) enzyme inhibition; P26358; DNMT1 molecular beacon, Hinp1I cleavage, fluorescence; inhibition (reported as % activation of signal), % at 10 µM; actives 0.83% (n = 360,000); AID 588458; in the data active means inhibition above about 50%
# Scp1 inh – blocks human Scp-1 phosphatase activity | Recombinant Scp1, phosphopeptide, malachite green phosphate absorbance | Q9GZU7 | actives 0.88% (n = 340,000) | AID 493091 | inhibition, % at 20 µM;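 active means inhibition above about 50% at 20 µM, limit read from the data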;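 further: plate controls were DMSO wells with enzyme for no effect and wells lacking enzyme for full effect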
# Target sequence (Q9GZU7 76-261 limits assumed): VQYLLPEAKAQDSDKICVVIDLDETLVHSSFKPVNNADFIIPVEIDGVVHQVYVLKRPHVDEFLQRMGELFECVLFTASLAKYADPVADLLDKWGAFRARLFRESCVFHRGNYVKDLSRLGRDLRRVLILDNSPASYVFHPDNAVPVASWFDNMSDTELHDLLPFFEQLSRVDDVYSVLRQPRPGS
#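 assay system = SCP-1 phosphatase catalytic domain, residues 76-261 | buffer or medium = 50 mM Tris acetate pH 5.5, 0.005% Tween-20, 10 mM MgCl2 | incubation = enzyme reaction 45 min at room temperature, colour 5 min, stabilisation 30 min | signal = Phosphate-binding colour reagent, absorbance read at 630 nm | measure = % inhibition at 20 µM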
# * hit, by the source's call; · = not tested or not shown.
SMILES,eLon inh,LMPTP inh,Tb MetRS inh,MsrA act,SUMO1-SIM PPI,CendR NRP1 mod,MsrA inh,STEP inh,DNMT1 inh,Scp1 inh
CCc1ccc(NC(=O)N(CCN(C)C)C(C)c2cccnc2)cc1 (stereo not drawn),-6,-5.8,-0.4,7,4,3,0.0,2,2,-18
O=C(CCCSc1ccccc1)Nc1nc(-c2ccccn2)cs1,1,2.2,0.2,2,8,-16,-0.3,5,-5,12
COc1cccc(CNc2nc3cc(-c4ccccc4)sc3c(=O)n2C)c1,4,3.9,0.0,-1,-16,-2,1.1,-1,-19,·
NS(=O)(=O)c1cc(C(=O)OCC(=O)N2CCOCC2)ccc1Cl,-7,-1.8,-0.4,-2,2,10,0.6,-4,-1,-5
O=C(O)c1cccc(NC(=O)C2CC(=O)N(Cc3ccccc3)C2)c1 (stereo not drawn),-14,-0.9,0.0,3,3,-10,0.4,0,2,-10
COC(=O)c1ccc(CSc2nc3ccc(S(N)(=O)=O)cc3[nH]2)cc1,-2,0.4,0.2,1,2,10,-0.3,1,-1,14
O=C1C2CCCCN2C(=O)N1CCCCN1CCN(c2cccc(Br)c2)CC1 (stereo not drawn),-5,-1.6,-0.5,7,7,2,2.3,0,1,-1
OCCN(Cc1ccccc1)Cc1cccc(F)c1,-14,-1.0,-0.3,-2,2,-7,-1.2,-8,2,-7
CCOC(COC(=O)c1ccccc1C(=O)O)c1ccccc1 (stereo not drawn),1,-2.3,0.3,-11,2,-11,0.4,2,-1,·
CSc1ccc(/C=N/NC(=O)CN2CCN(Cc3ccc(Cl)cc3)CC2)cc1,4,-0.1,-0.3,-2,3,1,1.6,0,-4,-7

# Structural class: the compounds so far containing a COOH group (2)
SMILES,eLon inh,LMPTP inh,Tb MetRS inh,MsrA act,SUMO1-SIM PPI,CendR NRP1 mod,MsrA inh,STEP inh,DNMT1 inh,Scp1 inh
O=C(O)c1cccc(NC(=O)C2CC(=O)N(Cc3ccccc3)C2)c1 (stereo not drawn),-14,-0.9,0.0,3,3,-10,0.4,0,2,-10
CCOC(COC(=O)c1ccccc1C(=O)O)c1ccccc1 (stereo not drawn),1,-2.3,0.3,-11,2,-11,0.4,2,-1,·

# The listing picks up, repeating the two entries before the break.
SMILES,eLon inh,LMPTP inh,Tb MetRS inh,MsrA act,SUMO1-SIM PPI,CendR NRP1 mod,MsrA inh,STEP inh,DNMT1 inh,Scp1 inh
CCOC(COC(=O)c1ccccc1C(=O)O)c1ccccc1 (stereo not drawn),1,-2.3,0.3,-11,2,-11,0.4,2,-1,·
CSc1ccc(/C=N/NC(=O)CN2CCN(Cc3ccc(Cl)cc3)CC2)cc1,4,-0.1,-0.3,-2,3,1,1.6,0,-4,-7
COc1ccc(-c2ccc(C(=O)Nc3ccc4c(c3)OCO4)c3occc23)c(C)c1,-5,4.4,-0.2,-3,5,0,3.8,0,-9,·
Cc1cc(C)c(C(=O)COC(=O)c2cccc(S(=O)(=O)N3CCOCC3)c2)cc1C,1,1.1,-0.1,-1,4,-18,0.6,-3,-4,·
Cc1ccc(NC(=O)C(=O)c2c[nH]c3ccccc23)cc1,0,-1.1,0.0,-10,0,-38,0.3,0,4,-3
COc1ccc([C@@H]2CC=C(C(=O)O)CN2S(=O)(=O)c2ccc(C)cc2)cc1OC,-10,-0.4,-0.1,-1,9,-4,-0.4,1,1,12
CCNC(=O)/N=C1/NC(=O)C(C(C)C)O1 (stereo not drawn),5,-1.3,1.9,2,0,12,-0.6,1,1,-7
O=C(CCSCc1ccccc1Cl)NCc1ccco1,1,-1.3,-0.6,-15,2,-2,1.4,-3,6,2
COC(CNC(=O)CSCc1nc(-c2ccc(SC)cc2)oc1C)OC,0,-0.3,-0.6,-1,-6,0,-0.5,0,-1,-7
CCOC(=O)c1c(C)[nH]c(C)c1S(=O)(=O)NCC1CCN(Cc2ccccc2OC)CC1,0,-0.3,0.4,-2,-3,9,-1.0,-2,2,-5
CCOc1ccc(NS(=O)(=O)c2ccc3c(c2)CCN3C(C)=O)cc1,-5,-1.7,-0.2,0,7,3,-1.3,0,-1,-3
O=C(CN1C(=O)c2ccccc2S1(=O)=O)NCCc1ccc(F)cc1,-11,0.6,-0.1,-3,3,4,0.2,-2,2,6
CCCn1c(CC)nc([N+](=O)[O-])c1Sc1ncn[nH]1,0,-0.8,-0.3,-10,-11,-1,1.9,-2,7,·
Cc1occc1-c1nnc(SCC(=O)NCCc2ccccc2)o1,-8,-1.1,0.0,-3,0,1,0.5,0,-2,-7
N#Cc1ccc(CN2CCN(C(=O)CCNS(=O)(=O)c3ccc(F)c(F)c3)CC2)cc1,-3,-2.3,0.0,-3,1,5,-1.0,-3,3,-6
[O-][n+]1ccc(C(O)c2ccccc2)cc1 (stereo not drawn),0,-0.3,2.3,-1,3,8,0.8,-2,-3,6
Cc1cccc(C)c1-n1nnnc1C1c2ccccc2C(=O)N1CCc1ccccc1F (stereo not drawn),-12,-0.9,-0.9,-5,0,-3,0.4,·,·,·
Cc1ccc([N+](=O)[O-])cc1S(=O)(=O)NCc1cccnc1,-5,0.0,0.0,-4,-17,-20,-1.0,0,0,-6
CC1CCN(C(=O)/C(=C\c2ccccc2)NC(=O)c2ccccc2)CC1,4,-0.3,-0.5,-5,-2,5,-0.6,2,-1,-5
COc1ccc(C(=S)N2CCOCC2)cc1OC(=O)c1ccccc1,3,0.0,0.2,-4,1,-7,0.0,5,0,-5
Cn1nnnc1SCC(=O)NCc1ccccc1,4,-1.2,-0.8,-10,7,-5,0.1,1,0,0
O=S(=O)(c1ccc(F)cc1)N1CCN(Cc2ccccn2)CC1,1,-0.8,-1.1,-10,-1,1,-0.1,-1,1,13
Cn1c(NC(=O)c2cccs2)c(-c2cccs2)c(=O)c2ccccc21,-1,2.1,0.1,-4,19,-18,2.5,-2,6,-3
O=C(CCS(=O)(=O)c1ccccc1Cl)NC1CCCCCC1,2,-0.8,-0.1,7,-1,2,1.9,0,0,-8
O=C(NCc1ccccc1)c1cccnc1,-2,-0.6,-1.2,-2,1,4,-0.9,1,0,-6
CCOC(=O)c1c(C)[nH]c(C(=O)Cn2nnc(-c3ccccc3)n2)c1C,-4,-0.7,-0.3,-1,2,-6,0.1,3,4,-1
CC(=O)c1ccc(OC(=O)COc2ccccc2Cl)cc1,-6,-0.6,-0.5,-5,2,10,3.1,-2,1,-2
O=C(COC(=O)c1cc(Cl)nc(Cl)c1)Nc1ccc(Cl)c(S(=O)(=O)N2CCOCC2)c1,-13,1.0,-0.2,-3,22,1,0.6,-1,-4,1
COC(=O)c1cc(=O)n(Cc2ccc3c(c2)OCO3)c(=Nc2ccc(F)c(Cl)c2)s1,-10,1.6,0.2,0,0,0,-0.2,6,-5,-22
O=C(NCc1ccco1)C1CCCN1S(=O)(=O)c1ccc2ccccc2c1 (stereo not drawn),1,0.0,0.1,-3,1,5,-0.4,1,-2,0
COc1ccccc1NS(=O)(=O)c1c(C(=O)N2CCCC2)c(C)n(C)c1C,-16,-1.1,-0.2,-3,3,-2,-0.7,0,0,-6
Cc1ccc(NC(=O)CN2C(=O)C(=O)N(C3CCCC3)C2=O)cc1Cl,-14,0.5,-0.1,-1,-3,-12,-0.4,-3,-14,-12
O=C(NCCCN1CCOCC1)C(=O)N/N=C/c1ccccc1O,8,-1.5,-0.4,-4,-8,-8,2.9,-1,0,6
Cc1cccc(OCC(O)Cn2c(N3CCCCC3)nc3c2c(=O)n(C)c(=O)n3C)c1 (stereo not drawn),0,-1.0,-1.6,-11,0,2,-0.9,1,1,-1
Cc1ccccc1NC(=O)c1cn2c(nc3ccccc32)c(C#N)c1C,8,-0.7,0.3,-3,-6,-3,-0.4,2,5,-17
Cc1cc(C)c(S(=O)(=O)N2CCN(C(=O)c3ccc(-n4cncn4)c([N+](=O)[O-])c3)CC2)c(C)c1,6,1.1,0.9,-4,-28,1,1.1,1,0,-1
O=C1CC(N2CCN(c3ccccc3)CC2)C(=O)N1CCc1ccccc1 (stereo not drawn),-6,-1.6,-1.2,-10,1,-7,-1.4,-1,3,7
COc1ccc(CNn2c(-c3ccccc3F)nc3ccccc3c2=O)cc1OC,-2,-0.4,0.2,-3,3,-4,1.1,3,-3,-5
Cn1c(CNC(=O)c2ccccc2F)nnc1SCC(=O)Nc1nnc(C2CC2)s1,5,-1.4,-0.7,-7,-8,-5,-2.0,-1,3,4
CCN=C1S/C(=C\c2ccc(O)c(OCC)c2)C(=O)N1CC,-44,1.7,-0.1,-1,-22,-8,2.8,0,2,-7
CCCCC(CC)CNC(=O)c1cccs1 (stereo not drawn),-4,-0.1,-0.9,-6,-3,7,0.5,0,2,-3
CC(C)C(=O)N(Cc1ccc2c(c1)OCO2)Cc1ccccn1,-5,-0.4,-0.2,-3,3,4,-1.7,4,-1,-6
O=C(NCCc1ccccc1)C1(c2ccccc2)CC1(Cl)Cl (stereo not drawn),-11,1.3,-0.8,-5,-2,14,0.9,0,-2,31
COc1cccc(C(=O)Nc2cccc(-c3ccccc3)c2)c1,7,2.9,-0.7,-2,5,-18,0.3,1,5,-12
CNC(=S)SCCOc1ccccc1,7,-0.1,0.0,-4,2,-14,-0.6,0,2,-10
O=C(Nc1ccc2c(c1)OCCO2)C(C1CC1)N1CCN(c2ccc(C(F)(F)F)cn2)CC1 (stereo not drawn),1,2.6,-0.3,-1,3,7,-1.0,-2,-1,·
Cc1ccc(NC(=O)COC(=O)CNC(=O)C2CCCCC2)cc1S(=O)(=O)N(C)C,1,-1.2,0.2,-3,4,4,1.2,-3,-2,-5
CC1CCCCC12NC(=O)N(CC(=O)NCCc1ccc(S(N)(=O)=O)cc1)C2=O (stereo not drawn),-3,-1.1,-0.4,-5,-3,0,1.2,-1,8,3
O=C(O)c1c2c(nc3ccc(S(=O)(=O)N4CCC(C(=O)NC5CCCCCC5)CC4)cc13)CCCC2,0,0.9,2.1,-3,42*,-4,0.8,1,3,32
COc1ccc(/C=N/NC(=O)c2c(-c3ccccc3)noc2C)cc1[N+](=O)[O-],-12,0.0,-0.1,-4,-15,12,-1.3,-1,-2,-8
O=P(O)(O)c1ccccc1OCCOCCOCCOCCOc1ccccc1P(=O)(O)O,-6,-2.7,-0.8,-7,3,-16,1.1,-2,0,2
CC(=O)Nc1cc(NC(C)=O)cc(C(=O)OCC(=O)Nc2ccc(S(=O)(=O)NC3=NCCCCC3)cc2)c1,-12,0.6,0.0,-3,10,-14,2.4,0,1,21
Fc1cc(Br)ccc1NC(=S)NCCc1ccccc1,8,1.3,0.4,0,-2,-1,0.7,-1,5,-12
COc1cccc(-c2cc3nc(NCc4cccnc4)n(C)c(=O)c3s2)c1,5,2.4,-0.4,-10,-29,0,-0.2,-1,-10,·

# Random draw from the library; about 4.3% have a hit in one of these screens.
